Bioassay records deposited in PubChem BioAssay by Sanford-Burnham Center for Chemical Genomics.
TAG inh: reduces triacylglycerol accumulation in H9c2 cells | Nile Red lipid (TAG) fluorescence; cells loaded with 200 µM oleic acid | inhibition, % at 12.5 µM | actives 0.66% (n = 230,000);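 active means pattern-corrected inhibition of lipid staining of at least 50% with the nuclear-stain viability signal not falling by more than 50%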;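 further: 0% = DMSO wells and 100% = triacsin C control wells; some results filed as inactive read as strong as hits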
TAG inh DAPI viability: also measured in TAG inh; calls as there; DAPI nuclei signal change (viability), lower = more cytotoxic, %;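 whole-well DAPI fluorescence read on a plate reader as a viability signal; minus 50 percent equals half of cells still viable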
Starred values were filed as active, the others as inactive. A portion of the library; rates above refer to the full screens.

smiles	TAG inh	TAG inh DAPI viability
CCOc1ccccc1N1CCN(C(=O)c2cc(-c3cc(OC)ccc3OC)nc3ccccc23)CC1	-3	9
Cc1nnsc1SCCNC(=O)c1ccc(F)cc1	3	14
Cc1ccccc1-n1c([C@@H]2C[C@H]2c2ccccc2)n[nH]c1=S	-1	-11
CN(C)CCCN(C(=O)c1ccc(S(=O)(=O)N2CCCCCC2)cc1)c1nc2cc3c(cc2s1)OCCO3	15	-1
COCc1nnc(NC(=O)c2cccc(NC(=O)c3ccccc3)c2)s1	-19	5
O=C(OCC(=O)N1CCC(Cc2ccccc2)CC1)c1ccc(CO)cc1	-8	2
COc1ccccc1OCC(=O)N1CCCC(Nc2cccc(F)c2)C1 (configuration not stated)	-10	-3
CC(c1cccnc1)N(C(=O)Nc1ccccc1)C1CCCCC1 (configuration not stated)	4	3
CO/N=C/c1ccc(Oc2ccc([N+](=O)[O-])cc2[N+](=O)[O-])c(OC)c1	-3	6
CC(C)Nc1nc(Nc2ccccc2Cl)c2sccc2n1	-4	4
COc1c(Cl)ccc(Cl)c1C(=O)NC(=S)N1CCOCC1	-8	4
N#Cc1ncc(Cl)c2ccccc12	14	-9
COc1cc(Cl)c(C)cc1NC(=O)COc1cc(C)nc(C(C)C)n1	12	-9
CCC(C)(C(=O)NC1CCCCC1)N(C(=O)C1CCC(=O)N1)c1ccccc1 (configuration not stated)	-20	6
O=C1C2C3C=CC(C4CC34)C2C(=O)N1Cc1ccco1 (configuration not stated)	8	-26
COc1cc(NC(=O)c2cc3nc(C)cc(C)n3n2)c(OC)cc1Cl	10	5
CCOc1ccc(N(C(=O)c2cc3ccccc3oc2=O)C2C=CS(=O)(=O)C2)cc1 (configuration not stated)	0	-5
Cc1nc2ccccn2c1C(=O)OCC#N	-3	9
O=C(NCCc1ccccc1)c1cnn2c(C(F)F)cc(C3CC3)nc12	-51	7
O=C(c1cccc(S(=O)(=O)N2CCN(c3ccc(F)cc3)CC2)c1)N1CCCC1	-2	2
Cc1ccc(F)c([C@H]2C3C=CCC(c4ccccc4)C3C(=O)N2Cc2ccccc2)c1 (some centres not stated)	-2	-3
COc1cccc(CNC(=O)COC(=O)c2cccc(S(=O)(=O)N3CCCC3)c2)c1	14	-6
COc1ccccc1NC(=S)N1CC(C)OC(C)C1 (configuration not stated)	15	-21
Cc1ccc(C(C)C)c(OCc2ccc(-c3nnco3)cc2)c1	18	-9
COc1ccccc1CNC(=O)CSc1ccc(-c2cccs2)nn1	6	5
Cc1nc2c(-c3ccc(F)cc3)c(C)nn2c(C)c1CCC(=O)Nc1ccccc1F	9	4
Nc1cc(Cl)ccc1C(=O)OCC(=O)N1CCCCCC1	10	7
CCOC(=O)c1c(C)nc(C)c(C(=O)OCC)c1-c1ccco1	-6	-2
COC(=O)c1cc(Cl)c(NC(=O)C(C)C)cc1OC	-4	1
CCOC(=O)c1ccc(NC(=O)CSc2nnc(CCc3ccc(C)o3)n2-c2ccccc2)cc1	35	-19
CCOC(=O)C(C)CC(C)C(=O)N1CCOCCN(C(=O)C(C)CC(C)C(=O)OCC)CCOCC1 (configuration not stated)	3	15
CCOC(=O)c1c(C)[nH]c(C(=O)N2CCCC(C(=O)c3ccccc3OC)C2)c1C (configuration not stated)	-3	6
O=C(O)c1cc(-c2ccc(/C=C3\NC(=O)N(c4ccccc4)C3=O)o2)ccc1Cl	-1	1
O=C(CNCCO)Nc1ccc(F)c(Cl)c1	-1	2
O=C(NCCOc1ccccc1Cl)C(=O)c1c[nH]c2ccccc12	-1	-10
CN(C)C(=O)C1(c2ccccc2)CCN(S(=O)(=O)c2ccccc2)CC1	0	1
Cc1cccc(N(Cc2ccccc2F)S(C)(=O)=O)c1	0	2
Cn1c(=O)c2c(nc(Oc3ccc4c(c3)OCO4)n2Cc2ccc(F)cc2)n(C)c1=O	23	0
CCCCN(C=O)c1c(CC)nc2c(OCC(=O)N3CCOCC3)cccn12	-12	2
CC[C@@](C)(NS(=O)(=O)OCC(Cl)(Cl)Cl)c1ccccc1	-13	5
COc1ccc(Cl)cc1-c1n[nH]c(=S)n1C	-2	4
Cc1ccc(SC[C@H](Cc2ccccc2)N2CCN(CC(C)C)CCC2=O)cc1	2	8
CC(Sc1ncccn1)C(=O)NC1(C#N)CCCCC1 (configuration not stated)	1	5
CCOC(=O)c1cc2c(=O)n3cccc(C)c3nc2n(Cc2ccco2)c1=NC(=O)c1ccccc1	15	24
COC(=O)[C@H]1C[C@@]2(O)CN(S(=O)(=O)c3ccc(C)cc3)C[C@@]2(OC(=O)Nc2c(C)noc2C)C[C@H]1C(=O)OC	-5	-6
CC(OC(=O)CCCNC(=O)c1ccc(Cl)cc1)C(=O)N(C)Cc1ccccc1 (configuration not stated)	-2	-5
CCCCNC(=O)NS(=O)(=O)c1ccc(C(=O)OC)o1	13	-12
Cc1cc(C)n2cc(CSc3ccc(Br)cc3)nc2n1	11	-1
Cc1cccc(OCc2n[nH]c(=S)n2Cc2ccccc2)c1	5	9
O=C(NCc1cccnc1)c1ccccc1CCc1ccccc1	0	-1
Cc1csc(NC(=O)CS(=O)(=O)c2ccccc2)n1	1	-9
COc1nc(/C=C/N(C)C)c([N+](=O)[O-])c(OC)n1	-5	-5
Cc1ccc(S(=O)(=O)N2CCC(C(=O)C3C(=O)CC(C)(C)CC3=O)CC2)cc1	-2	-2
O=C(Cn1nc(C(F)F)cc1C(F)F)NNC(=S)Nc1ccc([N+](=O)[O-])cc1	-2	27
COCCCN1C(=O)c2[nH]nc(-c3ccccc3O)c2C1c1ccc(Cl)cc1 (configuration not stated)	21	-14
O=C(CSc1nc2ccccc2[nH]1)Nc1cccc(S(=O)(=O)N2CCOCC2)c1	-21	2
C/C(=N\Nc1nccnc1Cl)c1ccc(O)cc1	1	2
COC(=O)c1ccc(COC(=O)CNC(=O)c2cccs2)cc1	1	10
CC(=O)c1ccc(C(=O)N2CCCC(CCC(=O)N(C)CCc3ccccn3)C2)s1 (configuration not stated)	5	-10
Cc1ccc(S(=O)(=O)N[C@@H](C)C(=O)OCC(=O)N2c3ccccc3NC(=O)C2(C)C)cc1	-7	2

Compound profiles, as listed above:
COC(=O)c1ccc(COC(=O)CNC(=O)c2cccs2)cc1 as listed: TAG inh = 1; TAG inh DAPI viability = 10
O=C(Cn1nc(C(F)F)cc1C(F)F)NNC(=S)Nc1ccc([N+](=O)[O-])cc1 as listed: TAG inh = -2; TAG inh DAPI viability = 27

(continued)
smiles	TAG inh	TAG inh DAPI viability
COc1ccc(Cl)cc1NC(=O)CN(C)C(=O)c1sccc1-c1ccccc1	-31	-6
Cc1cc(C)c(C)c(S(=O)(=O)N[C@@H](C)C(=O)OCC(=O)NC2CCCC(C)C2C)c1C (some centres not stated)	-13	-3
Cc1ccccc1S(=O)(=O)NC(=O)C1(C)CCN1C(=O)C1(c2ccc(Cl)cc2)CCC1 (configuration not stated)	0	3
Cc1nnc(-c2ccc(N3CCOCC3)c([N+](=O)[O-])c2)o1	0	2
O=C(NC1CC2CCCC(C1)N2Cc1ccccc1)C1CCCCC1 (configuration not stated)	-3	4
CCOC(=O)C1=NN2C(O)C3(C)CC(C(=O)OCC)=NN3C(O)C2(C)C1 (configuration not stated)	11	0
Cc1ccc2nc(-c3cccc(Br)c3)cc(C(=O)Nn3cnnc3)c2c1	-5	2
Cc1[nH]n(-c2ccccc2)c(=O)c1/C=N/NC(=O)COc1ccccc1[N+](=O)[O-]	10	-16
CCOC(=O)c1cnc(SC)nc1Sc1ccccc1	-6	-7
CCN(CC)CCNC(=O)c1ccc(NC(=O)C2CC(=O)N(c3ccc4c(c3)OCCO4)C2)cc1 (configuration not stated)	-1	2
COc1ccc(N2C(=O)c3cccc4cccc(c34)C2=O)cc1	-12	6
COc1ccc(/C=C/C(=O)Nc2c(C)nn(C)c2C)cc1COc1ccc(Cl)cc1Br	45	0
Cc1cccc(/N=C/c2c(C)[nH]n(-c3ccccc3)c2=O)n1	9	3
O=C(O)CCCn1cc(NC(=O)c2ccco2)cn1	3	-2
c1ccc(OC2CCCCC2N2CCOCC2)cc1 (configuration not stated)	-3	1
NC(=O)C1CCCN(CC(=O)Nc2cc(S(=O)(=O)N3CCOCC3)ccc2N2CCCC2)C1 (configuration not stated)	-13	0
CNc1nc(-c2ccc([N+](=O)[O-])cc2)cs1	-9	-11
Nc1ncn([C@H]2C[C@H](O)[C@@H](CO)O2)c(=O)n1	5	-5
CCOC(=O)Nc1ccc([N+](=O)[O-])cc1OC	1	1
C=CC[C@H](CC(=O)N(CCO)Cc1ccccc1)C(=O)N[C@@H](C)COC(=O)[C@H](CC=C)CC(=O)OC(C)(C)C	3	-3
CN(C)CCN(C(=O)c1ccc(S(=O)(=O)N(C)c2ccccc2)cc1)c1nc2ccc(Cl)cc2s1	14	-1
Cc1ccc2sc(N(CCCN(C)C)C(=O)c3ccc(S(=O)(=O)N(C)C4CCCCC4)cc3)nc2c1C	21	10
COc1cc(/C=N/NC(=O)CSc2cc(C)c(Br)cc2C)ccc1O	-17	9
COc1cc(/C=C2\C(=O)N(CCC#N)N=C2C)c(Br)cc1OC(C)C	-3	4

As entered above:
TAG inh, Cc1cc(C)n2cc(CSc3ccc(Br)cc3)nc2n1 reads 11
TAG inh, Cc1ccc(S(=O)(=O)N2CCC(C(=O)C3C(=O)CC(C)(C)CC3=O)CC2)cc1 reads -2

Exported field by field: part of the list above.
Cc1ccc2sc(N(CCCN(C)C)C(=O)c3ccc(S(=O)(=O)N(C)C4CCCCC4)cc3)nc2c1C
  TAG inh: 21
  TAG inh DAPI viability: 10
COc1cc(/C=N/NC(=O)CSc2cc(C)c(Br)cc2C)ccc1O
  TAG inh: -17
  TAG inh DAPI viability: 9

Later entries.
smiles	TAG inh	TAG inh DAPI viability
COCC(=O)Oc1c(Sc2ccccc2[N+](=O)[O-])c(C)nn1C(C)(C)C	11	-14
COC(=O)C1C(=O)C2=C(CC1C)NC(C)=C(C(=O)OCc1ccc(OC)cc1)C2c1ccc(C)o1 (configuration not stated)	2	9
COc1cccc(CN2CCC(n3nccc3NC(=O)CCCc3ccccc3)CC2)c1	2	10
C[C@H](CO)N1C[C@H](C)[C@@H](CN(C)Cc2ccc(-c3ccccc3)cc2)Oc2c(NC(=O)Cc3ccccc3)cccc2C1=O	50*	-3.0*
COc1ccccc1CNC(=O)CCn1c(=O)oc2ccccc21	-21	2
Cc1ccc(F)cc1NC(=O)c1cnccn1	9	-3
O=c1cc(C(F)(F)F)nc(-n2[nH]c3c(c2=O)CCCC3)[nH]1	-11	8
CCCCN(C=O)c1c(CC)nc2ccc(C(=O)NCCCN3CCCC3=O)cn12	1	-11
CC(=O)c1cccc(-c2ccnc3c2CC(C(=O)Nc2cccc(OC(F)(F)F)c2)O3)c1 (configuration not stated)	-11	-5
CCOC(=O)C1CCN(c2c(NC3CCCCCCC3)c(=O)c2=O)CC1	6	5
CCCn1c(SCC(=O)NC2CCCC2)nnc1-c1ccccn1	9	-9
c1csc(-c2nc3c4ccccc4c4ccccc4c3[nH]2)c1	9	11

Overlap with the part before: two compounds, followed by the next part.
smiles	TAG inh	TAG inh DAPI viability
CCCn1c(SCC(=O)NC2CCCC2)nnc1-c1ccccn1	9	-9
c1csc(-c2nc3c4ccccc4c4ccccc4c3[nH]2)c1	9	11
COc1ccc(C(=O)ON=C2CCN(C)CC2)cc1	-9	-1
C=CCc1cc(C(=O)N2CCCCC2)ccc1O	-2	5
CCOCCCNCc1ccc(OCc2ccc(F)cc2)c(OC)c1	-5	10
CC12C=CC(=O)C=C1C(F)CC1C3CCC(O)(C(=O)CO)C3(C)CC(O)C12F (configuration not stated)	22	9
Cc1ccccc1OCCNc1cc(N2CC(C)NC(C)C2)ccc1[N+](=O)[O-] (configuration not stated)	56*	-18*
Cc1[nH]n(-c2ccccc2)c(=O)c1C=Nc1ccc(S(N)(=O)=O)cc1	13	2
COC(=O)c1c(-c2c(Cl)cccc2Cl)noc1C(=O)NNC(=O)N(C)C	4	0
CCN(CC)S(=O)(=O)c1ccc(N2CCOCC2)c(NS(=O)(=O)c2cccs2)c1	1	-2
Cc1ccc(S(=O)(=O)NC(=O)NCCc2ccccc2)cc1	12	-8
COc1ccc(OC)c(C(=O)NC(CC(N)=O)c2ccc(N3CCN(c4ccc(F)cc4)CC3)c([N+](=O)[O-])c2)c1 (configuration not stated)	20	-11
